Screening results: PubChem BioAssay, National Center for Advancing Translational Sciences (NCATS)
Peg3 imprint = qHTS Assay for Compounds that Induce Erasure of Genomic Imprints; mouse ES Peg3-LacZ reporter, beta-gal luminescence, 40 h; Potency, µM (titrated, usually from 60.7 µM), inactives show top-dose activity change, positive = activation, actives largely listed as activators; 0.02% of 110,000 active; AID 1948, 2009;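 also: 0% = negative control wells on the plate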
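Gelatin-coated wells received 300 freshly trypsinized female ES cells with a Peg3LacZ-Neo reporter on the maternal allele, then incubated 40 hours at 37C. BetaGlo was added for 5 minutes at room temperature before a single luminescence read.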
p53ts 39C kill = qHTS Screen for Compounds that Selectively Target Cancer Cells with p53 Mutations: Cytotoxicity of p53ts Cells at the Nonpermissive Temperature; H1299-p53A138V viability at 39C, ATP luminescence, 24 h; Potency, µM (titrated, usually from 46.1 µM), for the others: at the top dose activity change, negative = cell killing, most hits filed as cytotoxic; 1.5% of 130,000 active; also: nearly all actives have a fitted effect of over 55% in size
IkB signaling = IkB Signaling. 0.04% of 110,000 active. ABC-DLBCL IkBa-CBG/CBR dual luciferase ratio, 4 h; response scale: scaled: untreated 0%, proteasome inhibitor 100%. AID 445, 2006. Potency, µM (series often up to 57.1 µM), inactives show at the highest dose IkBa stabilization activation; active = well fitted curve in the direction sought with a large enough effect in the signal ratio, not every such curve was filed as active; inconclusive = small, poorly fitted or top-dose-only effect, or a change in a side signal; the % refers to the signal ratio;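 also: the direction sought is a rising ratio; 0% = basal untreated cells and 100% = reference inhibitor full response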
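Luminescence ratio of IκBα-fused green versus native red beetle luciferase in OCI-Ly3 cells, 4 h post-doxycycline with compound; red signal alone, scaled from basal (0%) to zero light (-100%), flagged nonspecific or cytotoxic effects.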
p53ts 32C kill = qHTS Screen for Compounds that Selectively Target Cancer Cells with p53 Mutations: Cytotoxicity of p53ts Cells at the Permissive Temperature; AID 924, 2007; Potency, µM (series often up to 46.1 µM), inactives show at the highest dose activity change, negative = cytotoxicity, hits mostly cytotoxic; 0.93% of 130,000 active; H1299-p53A138V at 32C, ATP luminescence viability, 24 h;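 also: 0% = DMSO and -100% = full killing by reference compound; nearly all actives have a fitted effect of over 55% in size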
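Viability by ATPlite luminescence after 24 h compound treatment (up to 46 uM) at the permissive 32C. Cells are H1299 carrying p53 A138V. Scale runs from DMSO basal to 100 uM tamoxifen as full kill; AC50 from Hill fits.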
* = called active by the depositor; [ ] = remark or other dose. Unless noted, calls follow the shape of the dose curve; as a rule, active = well fitted curve in the direction sought with a large enough effect; inconclusive = small, poorly fitted or top-dose-only effect, or another doubt; inactive = no such curve, though single readings can be large; an effect the other way counts as inactive or inconclusive. Unless noted, % is scaled to controls: 0 for no effect and ±100 for the full control effect; potency is read from the fitted curve at half-maximal effect.

Screening O=C(c1cccs1)N1CCCc2cc(NS(=O)(=O)c3ccc(Cl)cc3)ccc21 returned Peg3 imprint -4%[10.9 µM], p53ts 39C kill -14%, IkB signaling inconclusive and p53ts 32C kill 26%.
For COc1ccc(N2CCn3c2nc2c3c(=O)n(CCN3CCOCC3)c(=O)n2C)cc1 the results were Peg3 imprint 18%, p53ts 39C kill -15%, IkB signaling -1.7% and p53ts 32C kill 8%.
`C=CCN(CC=C)S(=O)(=O)c1ccc(F)cc1` gave Peg3 imprint inconclusive, p53ts 39C kill 0%, IkB signaling 1.0% and p53ts 32C kill 7%.
CCN(C(=O)Cn1nc(Cc2ccncc2)c2ccccc2c1=O)c1cccc(C(F)(F)F)c1 was read as Peg3 imprint -9%[10.9 µM], p53ts 39C kill -13%, IkB signaling 0.2% and p53ts 32C kill -3%.
Screening O=C1NCCN1C(=O)c1ccco1 returned Peg3 imprint inconclusive, p53ts 39C kill 7%, IkB signaling -1.5% and p53ts 32C kill 2%.
`O=S(=O)(Nc1ccc2c(c1)OCCO2)c1ccc(Br)s1` gave Peg3 imprint -13%, p53ts 39C kill 3%, IkB signaling inconclusive and p53ts 32C kill 1%.
`CC(C)SC(=N)N` gave Peg3 imprint -1%, p53ts 39C kill -5%, IkB signaling 0.3% and p53ts 32C kill 1%.
`Cc1cc(C)n2c(SCC(=O)N(C)C3CCS(=O)(=O)C3)nnc2n1` (configuration not stated) gave Peg3 imprint 24%, p53ts 39C kill 4%, IkB signaling -0.3% and p53ts 32C kill 8%.
For COc1cc(NC(=O)c2ccc(S(=O)(=O)N(C)C)cc2)cc(OC)c1OC the results were Peg3 imprint 1%, p53ts 39C kill -4%, IkB signaling 1.5% and p53ts 32C kill 0%.
For Cc1cccc(C(=O)N2CCc3cc(CNC(=O)Cc4ccc(F)cc4)ccc32)c1 the results were Peg3 imprint -28%[10.9 µM], p53ts 39C kill -23%, IkB signaling -2.3% and p53ts 32C kill -10%.
Screening CC1(C)OC(=O)C(C(c2ccccc2)C(C#N)C(N)=O)=C(O)O1 (configuration not stated) returned Peg3 imprint -6%, p53ts 39C kill 23%, IkB signaling 1.0% and p53ts 32C kill 0%.
O=C(Cn1cc2c(n1)CCCC2)NCCc1ccccc1 was read as Peg3 imprint -5%, p53ts 39C kill 7%, IkB signaling -2.6% and p53ts 32C kill 8%.

Reprinted from the entries so far for reference:
Screening O=C(c1cccs1)N1CCCc2cc(NS(=O)(=O)c3ccc(Cl)cc3)ccc21 returned Peg3 imprint -4%[10.9 µM], p53ts 39C kill -14%, IkB signaling inconclusive and p53ts 32C kill 26%.
For COc1ccc(N2CCn3c2nc2c3c(=O)n(CCN3CCOCC3)c(=O)n2C)cc1 the results were Peg3 imprint 18%, p53ts 39C kill -15%, IkB signaling -1.7% and p53ts 32C kill 8%.
`C=CCN(CC=C)S(=O)(=O)c1ccc(F)cc1` gave Peg3 imprint inconclusive, p53ts 39C kill 0%, IkB signaling 1.0% and p53ts 32C kill 7%.
CCN(C(=O)Cn1nc(Cc2ccncc2)c2ccccc2c1=O)c1cccc(C(F)(F)F)c1 was read as Peg3 imprint -9%[10.9 µM], p53ts 39C kill -13%, IkB signaling 0.2% and p53ts 32C kill -3%.
Screening O=C1NCCN1C(=O)c1ccco1 returned Peg3 imprint inconclusive, p53ts 39C kill 7%, IkB signaling -1.5% and p53ts 32C kill 2%.
`O=S(=O)(Nc1ccc2c(c1)OCCO2)c1ccc(Br)s1` gave Peg3 imprint -13%, p53ts 39C kill 3%, IkB signaling inconclusive and p53ts 32C kill 1%.
`CC(C)SC(=N)N` gave Peg3 imprint -1%, p53ts 39C kill -5%, IkB signaling 0.3% and p53ts 32C kill 1%.
`Cc1cc(C)n2c(SCC(=O)N(C)C3CCS(=O)(=O)C3)nnc2n1` (configuration not stated) gave Peg3 imprint 24%, p53ts 39C kill 4%, IkB signaling -0.3% and p53ts 32C kill 8%.
For COc1cc(NC(=O)c2ccc(S(=O)(=O)N(C)C)cc2)cc(OC)c1OC the results were Peg3 imprint 1%, p53ts 39C kill -4%, IkB signaling 1.5% and p53ts 32C kill 0%.
For Cc1cccc(C(=O)N2CCc3cc(CNC(=O)Cc4ccc(F)cc4)ccc32)c1 the results were Peg3 imprint -28%[10.9 µM], p53ts 39C kill -23%, IkB signaling -2.3% and p53ts 32C kill -10%.

The list continues.
For CC(CCc1ccccc1)NC(=O)C1CCN(C(=O)c2sccc2-n2cccc2)CC1 (configuration not stated) the results were Peg3 imprint -19%, p53ts 39C kill -2%, IkB signaling 0.0% and p53ts 32C kill 3%.
Screening CCOC(=O)N1CCN(C2=Nc3cccc4cccc2c34)CC1 returned Peg3 imprint -17%, p53ts 39C kill -3%, IkB signaling 0.2% and p53ts 32C kill -4%.
`COC(=O)c1nc2n(n1)C(c1ccc(OC)c(OC)c1OC)C1=C(CCCC1=O)N2` (configuration not stated) gave Peg3 imprint 11%, p53ts 39C kill -2%, IkB signaling -2.8% and p53ts 32C kill -3%.
Screening Cc1ccc(NC(=O)N(Cc2c[nH]c3ccccc23)C2CCCCCC2)cc1C returned Peg3 imprint -17%[10.9 µM], p53ts 39C kill 4%, IkB signaling -2.2% and p53ts 32C kill -26%.
For OC[C@H]1O[C@@H](n2cnc3c(NCc4ccco4)ncnc32)[C@H](O)[C@@H]1O the results were Peg3 imprint -7%, p53ts 39C kill inconclusive and p53ts 32C kill 16µM*.
For CC(C)CCNC(=O)Nc1ccc2c(c1)N(C)C(=O)c1ccccc1S2 the results were Peg3 imprint 2%[10.9 µM], p53ts 39C kill 23%, IkB signaling inconclusive and p53ts 32C kill 4%.
O=C(Nc1ccccc1C(=O)OCc1cc(=O)n2c3c(sc2n1)CCCC3)c1ccc(F)cc1 was read as Peg3 imprint -9%[10.9 µM], p53ts 39C kill 25%, IkB signaling 4.3% and p53ts 32C kill 1%.
N#CCCN(Cc1cccnc1)C(=O)Nc1ccc(Cl)c(Cl)c1 was read as Peg3 imprint -1%, p53ts 39C kill -2%, IkB signaling -0.7% and p53ts 32C kill -4%.
`CCn1c(NC(=O)C2CCCCC2)nc2ccccc21` gave p53ts 39C kill -9% and p53ts 32C kill -8%.
For CCOC(=O)c1c(C)c(C(=O)NCc2ccc(Cl)cc2)c(C)n1CC the results were Peg3 imprint -6%[10.9 µM], p53ts 39C kill -21%, IkB signaling inconclusive and p53ts 32C kill 2%.
Screening Cc1ccc(C2CCN(C(=O)c3cnn(-c4ccc(C)cc4)c3C3CCN(C(=O)OC(C)(C)C)CC3)C2)cc1 (configuration not stated) returned Peg3 imprint -8%[10.9 µM], p53ts 39C kill -22%, IkB signaling 3.4% and p53ts 32C kill 7%.
CC1CCCCN1C(=O)COc1ccc(NC(=O)c2ccco2)cc1 (configuration not stated) was read as Peg3 imprint -6%, p53ts 39C kill -22%, IkB signaling -1.0% and p53ts 32C kill -28%.
CCOc1cc(S(=O)(=O)N2CCOCC2)ccc1F was read as Peg3 imprint -33%[inhibitor], p53ts 39C kill 16%, IkB signaling 3.6% and p53ts 32C kill 0%.
Screening CC(C)(C)c1ccc(Cn2c(Cc3ccccc3)nc3ccccc32)cc1 returned Peg3 imprint -22%[10.9 µM], p53ts 39C kill 0%, IkB signaling inconclusive and p53ts 32C kill -10%.
`CCOc1ccc(-n2c(=O)c3c4c(sc3n(CC(=O)NC(C)CC)c2=O)CCC4)cc1` (configuration not stated) gave Peg3 imprint 11%[10.9 µM], p53ts 39C kill 39%[activator], IkB signaling 1.1% and p53ts 32C kill -6%.
Screening CC(=O)N1c2ccccc2C(C)CC12CCCCC2 (configuration not stated) returned Peg3 imprint -5%, p53ts 39C kill -1%, IkB signaling 1.7% and p53ts 32C kill 3%.
Cc1cc(=O)c2n(Cc3ccccc3Cl)nc[n+]2[nH]1 was read as Peg3 imprint -7%, p53ts 39C kill 7%, IkB signaling -0.8% and p53ts 32C kill -9%.
For CS(=O)(=O)Nc1cccc(-c2nc(Nc3ccncc3)c3ccccc3n2)c1 the results were Peg3 imprint -6%, p53ts 39C kill -9%, IkB signaling -3.9%[11.4 µM] and p53ts 32C kill 0%.
`O=c1[nH]c(=S)c2c(n1-c1ccccc1)CCC2` gave Peg3 imprint 1%, p53ts 39C kill 4%, IkB signaling 2.3% and p53ts 32C kill -5%.
O=c1c2ccccc2nnn1CSc1nnc(-c2ccc3c(c2)OCO3)o1 was read as Peg3 imprint -26%, p53ts 39C kill -3%, IkB signaling inconclusive and p53ts 32C kill -8%.
For Cc1ccc(S(=O)(=O)N2CCCc3cc(NC(=O)c4ccc(C(F)(F)F)cc4)ccc32)cc1 the results were Peg3 imprint -12%[10.9 µM], p53ts 39C kill -13%, IkB signaling inconclusive and p53ts 32C kill -10%.
O=C(CSc1ncc(S(=O)(=O)c2ccc(Br)cc2)c(=O)[nH]1)NCc1ccc(Cl)cc1 was read as Peg3 imprint -7%[10.9 µM], p53ts 39C kill -4%, IkB signaling 8.0% and p53ts 32C kill 14%.
COc1ccc(C(=O)N2CCN(C(=O)c3ccco3)CC2)cc1OC was read as Peg3 imprint 25%, p53ts 39C kill -1%, IkB signaling 0.6% and p53ts 32C kill 4%.
CCn1c(SCC(=O)N2c3ccccc3CCc3ccccc32)nc2c1c(=O)n(C)c(=O)n2C was read as Peg3 imprint -8%, p53ts 39C kill 1%, IkB signaling -0.2% and p53ts 32C kill 6%.
Cc1cc(NC(=O)CCS(=O)(=O)c2cc(Br)cc3c2N(C(=O)C2CC2)CC3)ccc1Br was read as Peg3 imprint -5%[10.9 µM], p53ts 39C kill 5%, IkB signaling 7.6% and p53ts 32C kill 6%.
For Cn1c(=O)c2cc(S(=O)(=O)NCCC(=O)Nc3ccccc3F)ccc2n(C)c1=O the results were Peg3 imprint 0%, p53ts 39C kill -4%, IkB signaling -0.9% and p53ts 32C kill -13%.
Screening CC1CCCCN1S(=O)(=O)c1ccc2c(c1)oc(=O)n2CC(=O)O (configuration not stated) returned Peg3 imprint 4%, p53ts 39C kill -3%, IkB signaling 3.7% and p53ts 32C kill 14%.
Screening COC(=O)[C@H](C)NC(=O)/C=C/c1ccc(OC)cc1 returned p53ts 39C kill -9% and p53ts 32C kill -9%.
O=C(CSc1nnc(-c2cccnc2)n1-c1ccccc1)Nc1ccccn1 was read as Peg3 imprint -8%, p53ts 39C kill 7%, IkB signaling 3.0% and p53ts 32C kill 0%.
`COCCn1c(SCC#N)nnc1-c1ccc2c(c1)OCO2` gave Peg3 imprint -4%, p53ts 39C kill 5%, IkB signaling -1.0% and p53ts 32C kill -3%.
`CCC(C)c1ccc(O)c(NC(=O)c2ncn[nH]2)c1` (configuration not stated) gave Peg3 imprint -27%, p53ts 39C kill -7%, IkB signaling -2.7% and p53ts 32C kill 2%.
Screening O=C(NCc1ccco1)C1CC(=O)N(c2ccc(O)cc2)C1 (configuration not stated) returned Peg3 imprint 5%, p53ts 39C kill 10%, IkB signaling 0.3% and p53ts 32C kill 13%.
Screening COC(=O)c1ccc(C(=O)OC)c(N)c1 returned Peg3 imprint -55%[inhibitor], p53ts 39C kill -1%, IkB signaling -0.9% and p53ts 32C kill -12%.
For Cc1ccc(-c2nc(-c3ccccn3)no2)cc1Cl the results were Peg3 imprint -93%[inhibitor], p53ts 39C kill 2.5µM*, IkB signaling inconclusive and p53ts 32C kill 2µM*.
`CCn1c(=O)c(C(=O)Nc2nc3ccccc3[nH]2)c(O)c2ccccc21` gave p53ts 39C kill 2%, IkB signaling inconclusive and p53ts 32C kill 15%.
c1cc2nnnn2nc1N1CCCCCC1 was read as p53ts 39C kill -9% and p53ts 32C kill -3%.
`COc1ccc(CCNC(=O)CSc2nc3c(c(=O)n(C)c(=O)n3C)n2C(C)C)cc1OC` gave Peg3 imprint -9%, p53ts 39C kill 2%, IkB signaling -1.9% and p53ts 32C kill 4%.
Cc1ccc(N2C(=O)CCSC23C(=O)N(Cc2ccccc2)c2ccccc23)cc1F (configuration not stated) was read as Peg3 imprint -11%[10.9 µM], p53ts 39C kill -18%, IkB signaling inconclusive and p53ts 32C kill 12%.
